Bioassay records: PubChem, several laboratories
SR-BI HDL uptake – inhibitors of mouse SR-BI mediated HDL lipid uptake | Q61009 | ldlA[mSR-BI] CHO cells, DiI-HDL uptake fluorescence, 3 h | inhibition, % at 12.5 µM | 320,000 compounds, 0.96% hits | AID 488896;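 active = mean replicate inhibition of at least 70% and a set share of replicates each scoring 70 or more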;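 also: 0% = median of neutral control wells and 100% = median of positive control wells; values of inactives mirror those of a sister screen read the other way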
PvdQ acylase – P. aeruginosa PvdQ acylase inhibition; 340,000 compounds, 0.063% hits; purified PvdQ acylase, fluorescence plate reader; inhibition, % at 10 µM; in the data active = inhibition above about 30%, passing the limit was not always enough;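 also: 0% = vehicle neutral wells and 100% = reference inhibitor wells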
NSD2 HMT inh – inhibitors of human histone methyltransferase NSD2 | O96028 | NSD2 peptide methylation, AlphaScreen, 120 min | inhibition, % at 12.5 µM | 310,000 compounds, 0.54% hits | AID 743445; in the data active = inhibition above about 50%
Target sequence (O96028 whole entry, looked up): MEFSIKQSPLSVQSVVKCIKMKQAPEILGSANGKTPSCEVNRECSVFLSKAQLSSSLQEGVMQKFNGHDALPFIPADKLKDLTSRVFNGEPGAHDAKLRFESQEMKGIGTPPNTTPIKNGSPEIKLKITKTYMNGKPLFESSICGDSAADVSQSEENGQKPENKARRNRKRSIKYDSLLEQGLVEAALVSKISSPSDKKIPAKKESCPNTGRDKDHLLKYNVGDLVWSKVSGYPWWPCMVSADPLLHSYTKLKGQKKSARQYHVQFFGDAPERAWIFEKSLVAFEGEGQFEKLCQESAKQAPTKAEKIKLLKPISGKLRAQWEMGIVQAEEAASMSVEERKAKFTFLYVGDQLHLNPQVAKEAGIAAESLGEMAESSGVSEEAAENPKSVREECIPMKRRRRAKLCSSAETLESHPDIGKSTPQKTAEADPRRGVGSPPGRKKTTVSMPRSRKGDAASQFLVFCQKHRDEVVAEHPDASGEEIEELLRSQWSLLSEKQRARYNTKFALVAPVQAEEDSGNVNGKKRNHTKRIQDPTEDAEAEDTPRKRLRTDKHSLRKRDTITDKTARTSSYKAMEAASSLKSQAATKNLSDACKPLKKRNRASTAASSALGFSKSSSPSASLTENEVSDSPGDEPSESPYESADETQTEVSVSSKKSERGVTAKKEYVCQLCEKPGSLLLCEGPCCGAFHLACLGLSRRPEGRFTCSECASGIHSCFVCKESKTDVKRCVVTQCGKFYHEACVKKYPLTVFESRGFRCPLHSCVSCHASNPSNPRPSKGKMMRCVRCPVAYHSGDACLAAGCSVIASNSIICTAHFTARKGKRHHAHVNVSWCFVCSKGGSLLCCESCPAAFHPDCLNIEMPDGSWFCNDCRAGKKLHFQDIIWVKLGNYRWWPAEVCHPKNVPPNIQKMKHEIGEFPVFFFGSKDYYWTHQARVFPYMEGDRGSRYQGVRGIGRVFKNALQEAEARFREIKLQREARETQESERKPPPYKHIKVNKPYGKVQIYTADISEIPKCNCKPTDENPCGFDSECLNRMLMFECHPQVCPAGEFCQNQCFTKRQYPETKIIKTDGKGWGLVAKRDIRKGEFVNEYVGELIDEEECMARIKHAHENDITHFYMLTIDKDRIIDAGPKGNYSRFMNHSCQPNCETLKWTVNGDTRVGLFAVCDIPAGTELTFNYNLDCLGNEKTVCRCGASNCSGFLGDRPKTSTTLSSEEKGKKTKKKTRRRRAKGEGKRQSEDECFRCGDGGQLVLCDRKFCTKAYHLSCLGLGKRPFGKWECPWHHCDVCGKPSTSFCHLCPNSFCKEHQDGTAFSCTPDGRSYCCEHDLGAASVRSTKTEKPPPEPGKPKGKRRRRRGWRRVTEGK
Keap1-Nrf2 PPI – Keap1-Nrf2 (human) interaction inhibition; Keap1 Kelch-Nrf2 peptide fluorescence polarization, 1536-well; inhibition, % at 9.4 µM; 340,000 compounds, 0.15% hits; in the data active = inhibition above about 12%;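 also: human Keap1 Kelch domain with fluorescein labeled Nrf2 9mer peptide probe; 0% = neutral control wells and 100% = peptide positive control; higher means more block of Keap1 binding to Nrf2 peptide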
SR-BI uptake up – enhances SR-BI lipid uptake from DiI-HDL | AID 504775 | activation, % at 12.5 µM | 320,000 compounds, 0.096% hits | CHO ldlA[mSR-BI] cells, DiI-HDL uptake fluorescence, 3 h; 100 = double the neutral-control signal;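 active = mean replicate activation of at least 60% and every replicate at or above 60%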;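 also: 0% = median plate neutral-control signal and 100% = twice that signal; values of inactives mirror those of a sister screen read the other way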
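Material: SR-BI-overexpressing, LDLR-lacking CHO cells; schedule: compound exposure 3 h, 37 °C; reagent: DiI-labelled HDL at 10 µg/mL final; technique: bottom-read fluorescence, 550/595 nm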
LANA DNA inh – blocks KSHV LANA C-terminal domain binding to DNA. MBP-C-LANA/FAM-LBS DNA binding, fluorescence polarization. inhibition, % at 9 µM. 340,000 compounds, 0.078% hits. AID 504423;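 active = highest replicate inhibition at or above 60% at 9 µM, even if other replicates fall short; inactive = all replicates below 60% inhibition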;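 also: 0% = neutral control wells and 100% = 4 µM acridine orange control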
DAGLB inh – blocks human DAGLB lipase activity. inhibition, % at 5.17 µM. AID 504411. Q8NCG7. HEK293T DAGLB membrane lysate, EnzChek fluorogenic substrate. 340,000 compounds, 0.059% hits; in the data active = inhibition above about 34%;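 also: 0% = enzyme with vehicle and 100% = wells lacking enzyme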
RTF Ca sens inh – cardiac RTF calcium desensitization; P19429+P45379; IANBD-labeled cardiac RTF, Ca2+ fluorescence; inhibition, % at 7.15 µM; 340,000 compounds, 0.12% hits;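 active = inhibition above the mean inhibition of all tested compounds plus 3 SD, cut at about 17% in these data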;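 also: assay run at fixed EC70 calcium of 1.6 mM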
PKA-R2B act – activates the human PKA-R2B holoenzyme complex. 340,000 compounds, 0.079% hits. activation, % at 11.4 µM. PKA-R2B holoenzyme dissociation, Cy5-IP20 fluorescence polarization; R2B truncated from residue 108, S112A mutant; 0% DMSO only, 100% 113 µM cGMP. P22694+P31323;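 active = activation above a cutoff set at the mean over all compounds plus 3 SD, cut at about 18% in these data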;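 also: higher means more holoenzyme dissociation and a rise in polarization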
Arrestin-AP2 inh – human beta-arrestin and AP2 interaction inhibition; FITC-arrestin peptide / GST-AP2 beads, flow cytometry; AP2 beta2 appendage carries R879A mutation; inhibition, % at 10 µM; AID 504490; 340,000 compounds, 0.31% hits;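 active = inhibition above a set limit, near 3 SD of compounds lacking own fluorescence, cut at about 54% in these data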;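 also: plate controls were DMSO wells for no effect and 5 µM unlabelled arrestin peptide for full effect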
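test system = AP2 appendage R879A on GSH beads | buffer or medium = PBS plus Tween 20 (0.05%) and BSA (0.1%) | incubation = 12 min plus 1 h, RT | detection = bead flow cytometry, FITC channel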
Active calls of the source: *; / = not tested or not shown; & = joins results of further samples.

SMILES	SR-BI HDL uptake	PvdQ acylase	NSD2 HMT inh	Keap1-Nrf2 PPI	SR-BI uptake up	LANA DNA inh	DAGLB inh	RTF Ca sens inh	PKA-R2B act	Arrestin-AP2 inh
N#C/C(=C(/O)c1ccccc1F)c1nc2cc(C(F)(F)F)ccc2s1	29	-6	2	-3	-29	0.8	9	10	-2	6
CCC(C)(C)NC(=O)C(c1ccc(C)o1)N(Cc1cccs1)C(=O)Cn1nnc2ccccc21 (configuration not stated)	34	-11	-9	-6	-34	-0.8	-4	5	8	-11
CN1CCN(c2ccc(S(=O)(=O)N3CCCCC3)cc2NC(=O)CSCc2ccccc2)CC1	4	-14	4	-3	-4	-1.2	0	0	0	5
O=C(O)c1ccc(N=NN2CCCC2)cc1	-19	-11	-2	-2	19	-0.7	1	-7	0	5
CCOc1ccc(N(CC(=O)N2CCCC2)S(=O)(=O)c2ccc(F)cc2)cc1	-11	-2	-2	1	11	1.2	-3	-1	-1	27
O=C(CCC1CCCCC1)NCCS(=O)(=O)N1CCN(c2ccccc2)CC1	-18	-9	-1	-3	18	1.0	0	-11	-5	7
CCCNC(=O)c1cc2nc(-c3ccccc3)cc(C(F)(F)F)n2n1	36	-6	/	3	-36	-2.2	1	-4	-5	6
CSCCC(NC(=O)c1ccccc1Cl)C(=O)NCc1ccncc1 (configuration not stated)	-13	-16	-2	1	13	-0.2	0	-8	-5	0
CCN(C(=O)COC(=O)c1ccc(COc2ccc3c(C)cc(=O)oc3c2)cc1)C1CCS(=O)(=O)C1 (configuration not stated)	62	-18	-1	-7	-62	1.0	-3	0	-8	-6
Cc1ccc(C2(C)NC(=O)N(CC(=O)NC(=O)NCCC(C)C)C2=O)cc1 (configuration not stated)	3	4	32	-2	-3	-0.2	5	7	-8	31
COc1ccccc1C(=O)N/C(=C\c1ccccc1)C(=O)NCc1ccco1	/	-8	0	1	/	-0.6	1	-17	6	-2
Cc1cccc(Nc2ccccc2C(=O)OCC(=O)N(C)C2CCS(=O)(=O)C2)c1C (configuration not stated)	73*	-4	1	-5	-73	0.6	2	-15	9	1

Some of these compounds in order of formula weight, rising.
SMILES	SR-BI HDL uptake	PvdQ acylase	NSD2 HMT inh	Keap1-Nrf2 PPI	SR-BI uptake up	LANA DNA inh	DAGLB inh	RTF Ca sens inh	PKA-R2B act	Arrestin-AP2 inh
O=C(O)c1ccc(N=NN2CCCC2)cc1	-19	-11	-2	-2	19	-0.7	1	-7	0	5
CCCNC(=O)c1cc2nc(-c3ccccc3)cc(C(F)(F)F)n2n1	36	-6	/	3	-36	-2.2	1	-4	-5	6
N#C/C(=C(/O)c1ccccc1F)c1nc2cc(C(F)(F)F)ccc2s1	29	-6	2	-3	-29	0.8	9	10	-2	6
COc1ccccc1C(=O)N/C(=C\c1ccccc1)C(=O)NCc1ccco1	/	-8	0	1	/	-0.6	1	-17	6	-2
CSCCC(NC(=O)c1ccccc1Cl)C(=O)NCc1ccncc1 (configuration not stated)	-13	-16	-2	1	13	-0.2	0	-8	-5	0
CCOc1ccc(N(CC(=O)N2CCCC2)S(=O)(=O)c2ccc(F)cc2)cc1	-11	-2	-2	1	11	1.2	-3	-1	-1	27
O=C(CCC1CCCCC1)NCCS(=O)(=O)N1CCN(c2ccccc2)CC1	-18	-9	-1	-3	18	1.0	0	-11	-5	7
Cc1cccc(Nc2ccccc2C(=O)OCC(=O)N(C)C2CCS(=O)(=O)C2)c1C (configuration not stated)	73*	-4	1	-5	-73	0.6	2	-15	9	1
CCC(C)(C)NC(=O)C(c1ccc(C)o1)N(Cc1cccs1)C(=O)Cn1nnc2ccccc21 (configuration not stated)	34	-11	-9	-6	-34	-0.8	-4	5	8	-11
CN1CCN(c2ccc(S(=O)(=O)N3CCCCC3)cc2NC(=O)CSCc2ccccc2)CC1	4	-14	4	-3	-4	-1.2	0	0	0	5
CCN(C(=O)COC(=O)c1ccc(COc2ccc3c(C)cc(=O)oc3c2)cc1)C1CCS(=O)(=O)C1 (configuration not stated)	62	-18	-1	-7	-62	1.0	-3	0	-8	-6

Following part:
SMILES	SR-BI HDL uptake	PvdQ acylase	NSD2 HMT inh	Keap1-Nrf2 PPI	SR-BI uptake up	LANA DNA inh	DAGLB inh	RTF Ca sens inh	PKA-R2B act	Arrestin-AP2 inh
CCCCSCCCNC(=O)C1CCC(CNS(=O)(=O)c2ccccc2)CC1 (configuration not stated)	14	-20	0	-3	-14	0.6	1	-6	2	-14
Cc1cc(C)c2nc(-c3cccnc3)cc(C(=O)Nc3ccc(S(=O)(=O)Nc4onc(C)c4C)cc3)c2c1	32	-10	5	-1	-32	1.4	7	-4	-6	18
O=C1c2ccccc2C(O)(c2ccccc2)N1C1CC1 (configuration not stated)	/	-6	0	-1	/	0.0	1	-14	-2	12
O=C(Nc1nc(-c2ccccc2)c(-c2ccccc2)s1)c1ccc(S(=O)(=O)N2CCCC2)cc1	45	9	1	3	-45	-1.1	2	-1	0	6
OCCC#Cc1ccc(CN2CCN(CCc3ccccc3)C(CCO)C2)cc1 (configuration not stated)	-25	-12	3	-3	25	2.8	-2	-3	2	-12
CC1=C(C(=O)OCc2ccccc2)C(c2ccccn2)c2c(n(C)c(=O)n(C)c2=O)N1 (configuration not stated)	1&-40	-16&1	1&0	-1&-2	-1&40	1.8&1.2	1&0	-7&6	1&-5	-5&-5
Cc1cc(C(=O)COc2ccc(F)cc2Br)c(C)n1C	22	9	-6	-6	-22	-0.7	2	8	-10	3
COc1ccc(-c2csc(NC(=S)NC(=O)c3ccc4ccccc4c3)n2)cc1OC	54	7	/	0	/	-0.3	-4	-3	-2	-1
O=C(Cc1ccccc1[N+](=O)[O-])Nc1ccccc1C(=O)N1CCOCC1	-8	-9	-1	0	8	-0.3	-1	1	-2	0
COc1cc(C(=O)NC(=S)Nc2csc(-c3ccc(F)cc3)n2)cc(OC)c1OC	19	0	-2	-5	-19	1.0	2	3	-7	40
S=c1cnc2ccccc2[nH]1	19	-12	2	0	-19	-0.5	-1	9	-5	-14
Cn1c(C(=O)Nc2ccc3c(c2)OCO3)cc2c(=O)n(C)c3ccccc3c21	-27	12	/	-6	27	2.1	1	-7	9	0
COc1ccc(N=N/C(C(C)=O)=C(/C)O)cc1	14	-4	1	3	-14	3.9	-2	0	-8	14
COc1cccc(CN(C)C(=O)C(Cc2ccccc2)NC(=O)c2ccccc2)c1OC (configuration not stated)	-15	-5	2	2	15	1.2	-1	0	-17	-9
CC(C)Oc1ccc(CN2CCCC(CO)(Cc3ccccc3)C2)cc1CO (configuration not stated)	-5	-7	0	-2	5	1.5	2	-5	-4	34
CCCc1cc(=O)oc2c(CN3CCCC3)c(O)c(Cl)cc12	1	-10	0	3	-1	4.2	4	-10	2	5
Cc1cc(C)c(NC(=O)CN2C(=O)NC3(CCCCC3)C2=O)c(C)c1	-7	-12	0	-2	7	-0.7	-2	-8	6	2
O=c1ccc(/C=C/c2ccccc2)nn1Cc1ccccc1Cl	-25	-12	-2	-4	25	1.9	-4	-1	-16	-3
COc1ccc(C[C@H]2CN3C(=NC[C@@H]3Cc3ccc(O)cc3)N2CCNC(=O)c2ccc(C)c(Br)c2)cc1	10	-3	/	2	-10	-0.4	5	-15	-1	6
C=CCSc1nc2[nH]ncc2c(=O)[nH]1	-35	-5	-4	-5	35	0.8	0	-9	-3	8
Cc1cc(NC(=O)CSc2nc(C(C)C)nc3c2c(=O)n(C)c(=O)n3C)no1	36	-1	/	-2	-36	-0.5	1	-5	-5	17
Cc1csc(NC(=O)Nc2cccc(Cl)c2)n1	16	1	/	-1	-16	1.4	-1	4	-4	30
CCC(C)NC(=S)Nc1ccc(C(=O)OC)cc1 (configuration not stated)	8	-23	5	-4	-8	-0.2	3	-8	7	-9
COc1ccc(C(=O)CSc2nccn2C)c(OC)c1	18	-8	-7	0	-18	2.2	0	2	-2	2

Entries of single compounds, quoted from the list. Order of screens: SR-BI HDL uptake, PvdQ acylase, NSD2 HMT inh, Keap1-Nrf2 PPI, SR-BI uptake up, LANA DNA inh, DAGLB inh, RTF Ca sens inh, PKA-R2B act, Arrestin-AP2 inh
Cc1cc(C)c(NC(=O)CN2C(=O)NC3(CCCCC3)C2=O)c(C)c1 reads -7, -12, 0, -2, 7, -0.7, -2, -8, 6, 2
Cc1csc(NC(=O)Nc2cccc(Cl)c2)n1 reads 16, 1, /, -1, -16, 1.4, -1, 4, -4, 30

The listing continues.
SMILES	SR-BI HDL uptake	PvdQ acylase	NSD2 HMT inh	Keap1-Nrf2 PPI	SR-BI uptake up	LANA DNA inh	DAGLB inh	RTF Ca sens inh	PKA-R2B act	Arrestin-AP2 inh
COc1ccc2nc(SCC(N)=O)[nH]c2c1	-17	-20	-1	-7	17	2.1	-1	-6	0	-6
Cn1c(SCC(=O)N2CC(=O)Nc3ccccc32)nnc1C(F)(F)F	-32	-10	3	-4	32	-0.9	2	-1	-9	-2
O=C1/C(=C\c2cccc([N+](=O)[O-])c2O)SC(=S)N1Cc1ccccc1	/	-12	42	1	/	0.7	20	1	8	9
COc1ccc2cc3cc(C(=O)NCCN4CCc5ccccc5C4)oc3nc2c1	48	3	/	2	-48	-1.1	2	-8	-13	23
CC(C)N1CC(O)=C(c2nc3ccccc3[nH]2)C1=N	-9	-9	1	-8	9	-0.3	1	-5	-5	10
CCC(CO)Oc1cc(NCc2cc(C)cc(C)c2)c2ncn(C(C)C)c2c1 (configuration not stated)	1	-7	/	-4	-1	-1.0	6	-10	-12	15
CCOC(=O)Cn1c(CN2CCOCC2)nc2c1c(=O)[nH]c(=O)n2C	-8	-15	/	-4	8	-0.2	1	-7	3	-13
O=C1/C(=C/c2ccc(Cl)cc2)NC(=S)N1Cc1cccnc1	-11	-10	2	-2	11	0.3	/	/	/	-14
COc1cccc(CNC(=O)CCC2CCCN(C(=O)c3ccccc3N(C)C)C2)c1 (configuration not stated)	6	-11	16	-3	-6	-0.4	4	-8	-5	30
O=C(C[n+]1ccc(C(=O)NCc2ccccc2)cc1)c1ccc(OC(F)F)cc1	-20	-14	4	-1	20	2.6	1	-5	7	-11
C[C@@H]1CN([C@@H](C)CO)C(=O)c2cccc(NC(=O)C3CCOCC3)c2O[C@H]1CN(C)S(=O)(=O)c1ccc(Cl)cc1	24	-16	/	-4	-24	0.9	-1	-4	-6	5
Cc1ccc(C(=O)NCCNC(=O)CN2CCCC2)cc1	-6	-9	-4	2	6	2.6	-1	1	5	-7
O=C(/C=C/c1c(F)cccc1Cl)Nc1cccnc1	4	-14	-5	4	-4	-0.4	0	-2	-16	-13
C#CCOCCOCCOCCNc1nc(N2CCN(C(=O)Cn3cc(CCO)nn3)CC2)nc(N2CCN(C(=O)[C@H](C)n3cc(CCCN=C(N)N)nn3)CC2)n1	-9	-2	/	-8	9	1.2	-2	5	-6	-5
CCOc1ccc(N2C(=O)C(CC(=O)Nc3ccccc3)N(Cc3ccccn3)C2=S)cc1 (configuration not stated)	25	-7	2	-6	-25	-0.9	0	-11	4	-16
